# Compound activity as filed in PubChem.
# TNAP act hi DEA – activators of human TNAP at high phosphate acceptor concentration; P05186; purified TNAP, CDP-star luminescence, 1 M DEA, 30 min; active compounds read high; 0 = EDTA background, 1 = DMSO-only activity; activation factor at 20 µM; 200,000 tested, under 10 active;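 active = activation factor at least 2 at 20 µM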
# Target sequence (P05186 whole entry, looked up): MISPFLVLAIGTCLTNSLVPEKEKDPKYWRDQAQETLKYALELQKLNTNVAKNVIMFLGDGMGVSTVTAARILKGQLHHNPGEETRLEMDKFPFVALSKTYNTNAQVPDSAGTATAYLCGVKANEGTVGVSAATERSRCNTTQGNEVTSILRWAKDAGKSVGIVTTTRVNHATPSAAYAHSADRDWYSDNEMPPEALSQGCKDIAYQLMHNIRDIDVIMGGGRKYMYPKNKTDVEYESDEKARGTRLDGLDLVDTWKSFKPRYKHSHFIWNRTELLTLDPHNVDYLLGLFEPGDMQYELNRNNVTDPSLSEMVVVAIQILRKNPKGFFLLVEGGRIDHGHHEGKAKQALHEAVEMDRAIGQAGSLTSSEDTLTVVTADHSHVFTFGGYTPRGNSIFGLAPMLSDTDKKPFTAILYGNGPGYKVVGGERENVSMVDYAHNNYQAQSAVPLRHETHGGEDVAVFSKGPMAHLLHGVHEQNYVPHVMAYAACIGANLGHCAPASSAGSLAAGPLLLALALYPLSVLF
#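 Assay system: human TNAP; Input: enzyme diluted 1/800 final; Reagent: CDP-star luminogenic substrate at 100 µM final; Timing: 30 min, room temperature; Signal: luminescence; Evaluation: TNAP activation factor scaled between EDTA and DMSO control wells.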
# Diaphorase inh – inhibits diaphorase or chemically oxidizes, flagging diaphorase assay artifacts | diaphorase resazurin-to-resorufin fluorescence, NADH, 16 min; bacterial (C. kluyveri) enzyme, not human | inhibition, % at 20 µM | hit rate 0.69% among 190,000;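 active = primary screen inhibition at 20 µM above a set limit, cut at about 50% in these data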;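 also: plate controls were DMSO with full reaction for no effect and wells lacking NADH for full effect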
#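 System: Diaphorase enzyme from Clostridium kluyveri | Amount: Enzyme working solution with 0.14 U/mL diaphorase | Benchmarks: No-NADH positive control and DMSO neutral control | Signal: Fluorescence of resorufin formed from resazurin, Ex 544/Em 590 nm | Schedule: 16-min room-temperature incubation before reading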
# bIAP act – increases bovine intestinal alkaline phosphatase activity. hit rate 0.17% among 200,000. activation factor at 20 µM. AID 1016. purified bovine IAP, CDP-star luminescence, 30 min; active compounds read high; fold of DMSO-control signal, blank-subtracted;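 active = activation factor of 2 or more at 20 µM, a signal rise over negative controls twice the positive control's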
# PMI act satM6P – activators of human phosphomannose isomerase at near-saturating mannose 6-phosphate | P34949 | activation factor at 20 µM | hit rate 0.34% among 190,000 | AID 1216 | coupled PMI enzyme assay, resazurin fluorescence, 20 min; active compounds read high; 1 = untreated enzyme, 0 = substrate-free blank;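 active = activation factor of 2 or more at 20 µM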
# Target sequence (P34949 whole entry, looked up): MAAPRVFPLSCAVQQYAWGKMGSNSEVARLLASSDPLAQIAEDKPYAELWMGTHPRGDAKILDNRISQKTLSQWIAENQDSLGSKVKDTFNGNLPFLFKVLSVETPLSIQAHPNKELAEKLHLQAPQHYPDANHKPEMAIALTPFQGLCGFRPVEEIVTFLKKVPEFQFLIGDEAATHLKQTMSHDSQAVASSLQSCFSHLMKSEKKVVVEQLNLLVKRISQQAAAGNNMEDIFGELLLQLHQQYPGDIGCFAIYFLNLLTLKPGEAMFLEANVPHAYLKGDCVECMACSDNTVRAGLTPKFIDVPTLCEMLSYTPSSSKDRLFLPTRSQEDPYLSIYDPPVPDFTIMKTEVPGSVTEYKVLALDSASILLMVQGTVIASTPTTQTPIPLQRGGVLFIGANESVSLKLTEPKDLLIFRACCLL
#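 Test system – human PMI in coupled enzyme assay · Timing – 20 min incubation at room temperature · Detection – Diaphorase-driven resazurin-to-resorufin fluorescence, excitation 544, emission 590 nm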
# PMI act – increases human mannose-6-phosphate isomerase activity; P34949; hit rate 0.005% among 190,000; purified human PMI, coupled resazurin fluorescence, 20 min; active compounds read high; 1 = vehicle control, 0 substrate-free wells; AID 1214; activation factor at 20 µM;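 active = activation factor of 2 or more at 20 µM, relative to plate controls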
# L major viab – reduces viability of Leishmania major promastigotes | resazurin fluorescence viability | inhibition, % at 10 µM | hit rate 9% among 200,000 | AID 1063; in the data active = inhibition above about 50%;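 also: promastigotes grown with compound for 44 hours at 28 °C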
# bIAP inhibitor – blocks bovine intestinal alkaline phosphatase activity; 190,000 tested, under 10 active; inhibition, % at 20 µM; AID 1019; purified bovine IAP, CDP-star luminescence, 30 min;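 active = over 50% inhibition of intestinal alkaline phosphatase at 20 µM in the single-dose screen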
#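 System: purified bovine intestinal alkaline phosphatase (IAP) enzyme; Input: IAP diluted 1/65,000,000 in the well; Measured by: CDP-star luminescence signal; Compound dosing: 20 µM single dose; Incubation: 30 min reaction at room temperature.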
# TNAP inh hi DEA – blocks human TNAP under high phosphate acceptor concentration; inhibition, % at 20 µM; purified TNAP, CDP-star luminescence, 1 M DEA; hit rate 0.03% among 200,000;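 active = over 50% inhibition of tissue-nonspecific alkaline phosphatase at 20 µM in the single-dose screen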;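 also: plate controls were DMSO wells for no effect and EDTA-quenched wells as full inhibition for full effect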
# Diaphorase act – counter-screen for diaphorase-based assays: diaphorase activators and chemical reducers. Diaphorase/resazurin coupled assay, resorufin fluorescence, 16 min; active compounds read high; 1 = vehicle wells, 0 = NADH-free wells. hit rate 0.005% among 190,000. activation factor at 20 µM;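 active = diaphorase activity raised at least twofold by the compound at 20 µM; inactive = activation factor below 2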
#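 System – purified diaphorase enzyme from Clostridium kluyveri · Input – enzyme 0.07 U/mL final · Also added – final NADH 0.114 mM, resazurin 0.1 mM · Measured by – fluorescence of resorufin, 544 nm excitation, 590 nm emission · Timing – 16 min enzyme reaction, ambient temperature · Measure – resorufin increase flagging diaphorase activators or reducers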
# TNAP inh noacc – blocks human TNAP activity with no phosphate acceptor present | P05186 | purified TNAP, CDP-star luminescence, 30 min | inhibition, % at 20 µM | hit rate 0.26% among 200,000 | AID 1012;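 active = tissue-nonspecific alkaline phosphatase inhibition above about 50% at 20 µM in the single-dose screen, limit read from the data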;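 also: 0% = DMSO negative control and 100% = EDTA positive control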
# Starred values were filed as active, the others as inactive; x = not tested or not shown.
# Start of the listing, in advance:
entry	Molecule	TNAP act hi DEA	Diaphorase inh	bIAP act	PMI act satM6P	PMI act	L major viab	bIAP inhibitor	TNAP inh hi DEA	Diaphorase act	TNAP inh noacc
1	COc1cc(OC)c2c(N)c(C#N)c(C(F)(F)C(F)(F)F)nc2c1	1	15	0.9	1	0.9	-2	10	-3	0.8	-15
2	CCCCn1c(=O)c(CCC(=O)OCC(=O)Nc2ccc(F)c(Cl)c2)nc2ccccc21	1	19	1	0.9	0.8	-1	2	0	0.8	-17
3	O=C1c2ccccc2C(=O)C1C1=Nc2ccccc2NC(c2ccccc2)C1 (centres undefined)	0.9	x	0.9	x	x	0	5	7	x	8
4	Clc1ccc(/C=N/Nc2nnc(-c3ncc[nH]3)c3ccccc23)cc1	0.9	-7	0.9	1.1	1.1	-2	10	13	1.1	6
5	Cc1cc(C)n(CC(=O)N/N=C/c2ccccn2)n1	1	8	0.9	0.9	0.9	-3	11	2	0.9	-10

# Results (from the top)
entry	Molecule	TNAP act hi DEA	Diaphorase inh	bIAP act	PMI act satM6P	PMI act	L major viab	bIAP inhibitor	TNAP inh hi DEA	Diaphorase act	TNAP inh noacc
1	COc1cc(OC)c2c(N)c(C#N)c(C(F)(F)C(F)(F)F)nc2c1	1	15	0.9	1	0.9	-2	10	-3	0.8	-15
2	CCCCn1c(=O)c(CCC(=O)OCC(=O)Nc2ccc(F)c(Cl)c2)nc2ccccc21	1	19	1	0.9	0.8	-1	2	0	0.8	-17
3	O=C1c2ccccc2C(=O)C1C1=Nc2ccccc2NC(c2ccccc2)C1 (centres undefined)	0.9	x	0.9	x	x	0	5	7	x	8
4	Clc1ccc(/C=N/Nc2nnc(-c3ncc[nH]3)c3ccccc23)cc1	0.9	-7	0.9	1.1	1.1	-2	10	13	1.1	6
5	Cc1cc(C)n(CC(=O)N/N=C/c2ccccn2)n1	1	8	0.9	0.9	0.9	-3	11	2	0.9	-10
6	Cc1ccc(-n2c(-c3ccccc3)c[n+]3c2CCc2ccccc2-3)c(C)c1	1	16	1.2	1.1	1.1	101*	-18	-5	0.8	-13
7	CC(=O)c1cccc(NC(=O)C23CC4CC(C2)CC(n2cncn2)(C4)C3)c1	1.1	-3	1	1	1	-2	-1	-8	1	-7
8	Cc1cc2n(c1)CCn1c(C)ccc1-2	1	4	1.1	1.2	0.9	-4	-9	3	1	1
9	Cc1ccc(CCSCC(=O)O)cn1	1	20	0.8	1	1	-4	16	-4	0.8	-14
10	CCOc1ccc(NC(=S)NN2CCN(C)CC2)cc1	1	7	1.2	0.9	1	-2	-16	-2	0.9	-9
11	O=C(O)CCCC(=O)Nc1c(F)c(F)c(F)c(F)c1F	1.1	13	1	0.9	0.9	21	4	-8	0.9	-23
12	COC(=O)Cc1cc(=O)n2[nH]c(C)cc2n1	1	19	1	0.9	0.8	0	3	-2	0.8	-8
13	Clc1ccc2c(N/N=C/c3ccc(Br)cc3)ccnc2c1	1.1	-31	1.1	1.7	1.4	100*	-10	-7	1.3	6
14	C=Cn1c(C(=O)O)cc(CC)c1-c1ccccc1	1	5	0.9	1	1	0	8	-1	0.9	-10
15	Cc1ccc(C(=O)NCC(=O)NCC(=O)OCC(=O)c2ccc(Br)cc2)cc1	1	13	1	0.9	1	35	2	-2	0.9	-6
16	COc1ccc(Cl)cc1-c1n[nH]c(=S)n1C	1	-2	1	1.1	1	1	3	0	1	4
17	CCCC(=O)Nc1ccc(C(=O)NNC(=O)c2ccccc2Br)cc1	1.1	22	1.2	0.9	0.9	-5	-17	-9	0.8	-10
18	COc1ccc(OCCC(=O)OCC(=O)NCCC2=CCCCC2)cc1	1	6	1.2	0.9	0.9	-4	-15	-2	0.9	-14
19	O=CNc1ccccc1Oc1ccccc1	1	9	0.7	1	1	1	26	-2	0.9	-9
20	Cc1cc2[nH]c3ccccc3c2c(C)n1	0.9	6	0.8	1.1	1	40	19	6	0.9	2
21	COc1ccc(-c2csc(NC(=O)c3cccc(S(=O)(=O)N4CCN(C)CC4)c3)n2)cc1	1	-2	1	1	0.9	63*	-5	-5	1	-10
22	CCOc1cc(N2CCOCC2)c(OCC)cc1NC(=O)Cc1cn2ccsc2n1	1.1	21	1	0.7	0.9	-5	-2	-8	0.8	-12
23	COc1ccc(C)cc1NC(=O)c1nnn(Cc2cccc(F)c2)c1N	1	26	0.9	0.8	0.8	-4	12	-2	0.7	-7
24	Cc1ccc(C)c2[nH]c(=O)c(C(c3nnnn3Cc3ccco3)N3CCc4ccccc4C3)cc12 (centres undefined)	1	57*	1	1	0.9	94*	-2	-4	0.4	-8

# Entries of single compounds, quoted from the list. Values in the order: TNAP act hi DEA	Diaphorase inh	bIAP act	PMI act satM6P	PMI act	L major viab	bIAP inhibitor	TNAP inh hi DEA	Diaphorase act	TNAP inh noacc
# Listed for COc1ccc(-c2csc(NC(=O)c3cccc(S(=O)(=O)N4CCN(C)CC4)c3)n2)cc1 : 1	-2	1	1	0.9	63*	-5	-5	1	-10
# Listed for Cc1cc2[nH]c3ccccc3c2c(C)n1 : 0.9	6	0.8	1.1	1	40	19	6	0.9	2

# Remaining list, next part
entry	Molecule	TNAP act hi DEA	Diaphorase inh	bIAP act	PMI act satM6P	PMI act	L major viab	bIAP inhibitor	TNAP inh hi DEA	Diaphorase act	TNAP inh noacc
25	Cn1c(=NC(=O)CSCC(=O)N2CCCCC2)sc2ccccc21	1.1	10	0.9	1	0.9	-5	10	-6	0.9	-15
26	Nc1ccc(-c2nc3ncccc3o2)c(Cl)c1	1.1	8	0.9	0.9	1	-1	6	-9	0.9	-13
27	CNc1nc(N)c([N+](=O)[O-])c(NCc2ccccc2)n1	1	4	1.2	1	1	9	-18	-2	1	-9
28	CCc1ccccc1NC(=O)N1CCCC(CCC(=O)N(C)CCc2ccccn2)C1 (centres undefined)	1	5	1	1	0.9	-6	-3	-1	0.9	-8
29	Cn1c(Cn2c(=O)sc3ccccc32)nnc1SCC(=O)Nc1ccccc1F	1	5	0.9	1	1	-2	7	-1	1	-9
30	Cc1ccc(Cn2c(O)c(N=O)c3ccccc32)cc1	1	13	1	0.9	1	5	5	3	0.9	0
31	O=C(Nc1ccccc1)c1ccc(S(=O)(=O)N2CCCC2)cc1	1.1	17	0.8	1	1	-1	19	-6	0.8	-10
32	CC(=O)C1=C(c2ccccc2)NC(=O)NC1c1ccc(O)c(O)c1 (centres undefined)	0.9	54*	0.9	0.7	0.4	-4	6	13	0.5	50
33	Cc1cc(C)cc(C(=O)N2CC(C)OC(C)C2)c1 (centres undefined)	1	13	1	1	0.9	-1	2	-4	0.9	-16
34	Cc1onc(-c2c(Cl)cccc2Cl)c1C(=O)c1c[nH]c(C(=O)NCCCN2CCOCC2)c1	1	-1	1.1	1	1.1	-1	-5	-5	1	1
35	CCOc1ccc(C(=O)OCC(=O)Nc2nc(OC)cc(OC)n2)cc1OCC	1.1	1	0.9	1	1	2	10	-6	1	-10
36	Nc1cccc(-c2nnc3n2CCCCC3)c1	1	-8	1.1	1	1	-5	-9	-5	1.1	-1
37	CCOc1cc(/C=C2/NC(=O)N(Cc3ccccc3F)C2=O)ccc1O	0.9	7	1.4	1	1	22	-36	5	0.9	-2
38	O=C(CCCn1c(=S)[nH]c2cc3c(cc2c1=O)OCO3)N1CCN(c2ccc(F)cc2)CC1	1	38	1.1	1	0.9	33	-10	-4	0.6	-14
39	COCCn1c(-c2ccc(Cl)cc2)cnc1SCC(=O)NCCc1ccc(OC)c(OC)c1	1	11	1	1	0.9	70*	-5	-5	0.9	-19
40	CC(=O)c1cccc(NC(=O)N2CCCC2C(=O)Nc2ccc3c(c2)OCCO3)c1 (centres undefined)	1.1	10	0.9	1.1	1.1	1	5	-6	0.9	-14
41	CCn1ccnc1CNC(=O)CC1C(=O)NCCN1CC(c1ccccc1)c1ccccc1 (centres undefined)	1.1	-18	1.1	1	1	2	-14	-8	1.2	-12
42	O=C(c1cccc(S(=O)(=O)N2CCOCC2)c1)N1CCCCCC1	1	11	0.9	1	0.8	-6	6	0	0.9	-8
43	Cc1ccc(S(=O)(=O)Nc2ccc(NC(=O)Nc3cccc(C(F)(F)F)c3)cc2)cc1	1	22	0.9	0.9	0.8	70*	13	2	0.8	-12
44	Cc1cccc(S(=O)(=O)NCCC(=O)OCC(=O)Nc2ccc(C#N)cc2)c1	1	14	0.9	0.9	0.9	18	10	0	0.9	-1
45	N#CCc1ccc(C(=O)c2ccccc2)s1	1	22	0.8	1	1	-4	25	4	0.8	-9
46	CC(C)(C)OC(=O)N/N=C\c1ccc([N+](=O)[O-])s1	1	2	1.1	1.7	1.5	80*	-13	0	1	-4
47	Cc1[nH]c(=O)c(C(=O)c2cc(Cl)ccc2O)cc1C(=O)O	1	9	1.3	0.9	1	-7	-27	1	0.9	1
48	CC1=C(C(=O)OCC2CCCO2)C(c2ccc(C)o2)C2=C(CC(c3ccc(F)cc3)CC2=O)N1 (centres undefined)	1	9	1	1	0.9	4	-1	-4	0.9	-12
49	CCOC(=O)C(NC(=O)C1CCCN1C(=O)OCc1ccccc1)C(=O)OCC (centres undefined)	1.1	12	0.9	1	1	-8	5	-7	0.9	-15
50	CCOC(=O)C1=C(COC(=O)C2(C)CC2(Cl)Cl)NC(=O)NC1c1ccc(OC)cc1 (centres undefined)	1	33	1	0.9	0.9	5	4	-1	0.7	2
51	COc1ccc(NC(=O)c2oc3ccccc3c2NC(=O)c2ccco2)c(OC)c1	0.9	10	1	1	0.9	48	4	6	0.9	0
52	CCc1ccc(CCC(=O)Nc2ccccc2C(=O)O)o1	1	-4	1	1	1	-6	-1	-1	1	-6
53	CC1CN(C2CCN(C(=O)COc3ccc(Cl)cc3)CC2)CC(C)O1 (centres undefined)	1	12	1.1	1	0.9	92*	-12	0	0.9	1
54	COc1ccc(OC)c(S(=O)(=O)Nc2ccc(OCC(=O)O)cc2)c1	1	9	0.9	1	1.1	-10	8	-2	0.9	-7
55	COc1ccccc1CNS(=O)(=O)c1ccc2c(c1)oc(=O)n2C	1.1	28	0.8	0.9	1	-6	15	-5	0.7	-21
